# Bioassay records deposited in PubChem by National Center for Advancing Translational Sciences (NCATS).
# AmpC inh detg: inhibitors of E. coli AmpC beta-lactamase with detergent; 0.041% of 370,000 active; Potency, µM (top dose mostly 114 µM), without a hit: at the top dose activity change, negative = inhibition, most hits filed as inhibitors; AID 485294; AmpC hydrolysis of nitrocefin, absorbance 480 nm, 0.01% Triton; P00811;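 further: potency means the concentration at half of the fitted maximal effect; 0% = no-compound wells and -100% = no-enzyme wells; nearly all actives have a fitted effect of over 25% in size; some results filed as inactive show a strong effect at the top dose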
# Target sequence (P00811 whole entry, looked up): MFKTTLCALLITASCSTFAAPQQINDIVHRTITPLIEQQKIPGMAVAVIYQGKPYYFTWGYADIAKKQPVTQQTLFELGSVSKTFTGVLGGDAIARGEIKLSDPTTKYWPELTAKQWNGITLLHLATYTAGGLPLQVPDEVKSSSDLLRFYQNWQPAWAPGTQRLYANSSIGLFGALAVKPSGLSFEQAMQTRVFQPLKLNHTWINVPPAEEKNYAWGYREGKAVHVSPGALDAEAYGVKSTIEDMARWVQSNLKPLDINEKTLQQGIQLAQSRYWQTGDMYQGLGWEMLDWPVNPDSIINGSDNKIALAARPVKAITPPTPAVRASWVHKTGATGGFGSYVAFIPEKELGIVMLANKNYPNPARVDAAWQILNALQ
#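 AmpC (5.3 nM in the dispensed reagent) in 20 mM phosphate pH 7.0 with 0.01% (detergent screen) or 0.0001% Triton X-100 was preincubated with compounds for 15 min at room temperature. Nitrocefin was then added from an 800 uM solution, and hydrolysis was followed at 480 nm.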
# AmpC no deterg: inhibitors of E. coli AmpC beta-lactamase without detergent; AID 485341; AmpC nitrocefin hydrolysis, absorbance 480 nm, 0.0001% Triton; P00811; 0.52% of 330,000 active; Potency, µM (series often up to 57.1 µM), without a hit: at the highest dose activity change, negative = inhibition, actives largely listed as inhibitors;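 further: potency means the concentration at half of the fitted maximal effect; plate controls were no compound for no effect and no enzyme for full effect; nearly all actives have a fitted effect of over 20% in size; some results filed as inactive show a strong effect at the top dose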
#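 20 mM phosphate pH 7.0 + 0.01% (detergent screen) or 0.0001% Triton X-100; 5.3 nM AmpC reagent; cpd preinc 15 min RT; nitrocefin (800 uM stock) to start; A480 q20 s × 4 min; Activity was normalised to no-enzyme and no-compound control wells.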
# TbPYK inhibitor: T. brucei pyruvate kinase inhibition. TbPYK enzyme, Kinase-Glo Plus ATP luminescence, 45 min. Potency, µM (top dose mostly 76.8 µM), for inactives: at the top dose activity, negative = inhibition, usual class: inhibitors. 0.12% of 410,000 active; further: potency means the concentration at half of the fitted maximal effect; nearly all actives have a fitted effect of over 50% in size
#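 ADP (130 uM final) triggers the TbPYK reaction after compound addition; incubation is 45 min at room temperature. Kinase-Glo Plus is then added and luminescence imaged. Normalized data are fitted to concentration-effect curves.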
# LmPK inh: LmPK (Leishmania mexicana) enzyme inhibition; Q27686; purified LmPK, Kinase-Glo ATP luminescence, 1 h; Potency, µM (doses to about 57.5 µM), without a hit: at the top dose activity change, negative = inhibition, hits mostly inhibitors; 0.37% of 290,000 active; AID 1721; further: potency means the concentration at half of the fitted maximal effect
# Target sequence (Q27686 whole entry, looked up): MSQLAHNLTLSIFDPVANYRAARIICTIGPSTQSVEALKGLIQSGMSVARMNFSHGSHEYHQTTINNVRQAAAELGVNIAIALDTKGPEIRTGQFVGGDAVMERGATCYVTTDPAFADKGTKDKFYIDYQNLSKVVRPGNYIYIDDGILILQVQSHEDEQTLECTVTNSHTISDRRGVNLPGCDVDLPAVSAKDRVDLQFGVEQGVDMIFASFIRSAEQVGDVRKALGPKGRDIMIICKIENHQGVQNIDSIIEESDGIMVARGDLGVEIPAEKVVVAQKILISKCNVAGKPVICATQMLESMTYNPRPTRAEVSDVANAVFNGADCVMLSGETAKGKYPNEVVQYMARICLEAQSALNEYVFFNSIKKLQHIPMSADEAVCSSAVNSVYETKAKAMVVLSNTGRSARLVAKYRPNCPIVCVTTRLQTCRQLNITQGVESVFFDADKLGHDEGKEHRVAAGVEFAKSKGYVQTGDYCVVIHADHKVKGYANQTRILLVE
#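 ATP generated from ADP (0.1 mM) and PEP (0.5 mM) by 0.1 nM LmPK over 1 h at room temperature (pH 7.2 imidazole buffer) was detected by coupled luciferase luminescence. Values were normalized to uninhibited and no-enzyme wells.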
# HCMV inh: blocks human cytomegalovirus replication | HFF cells, HCMV-luciferase reporter, 72 h; stronger effect = lower value | activity change, negative = inhibition, % at 57.5 µM | 4.5% of 410,000 active | AID 1259415; in the data active means activity change below about -60%; inconclusive means no clear call, values can overlap the other calls; inactive means above about -39%
#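 Luciferase read-out from HCMV-luciferase-infected HFFs (MOI 1 PFU/cell) 72 h post infection at 37C; compounds added after 16 h cell attachment; activity normalized between buffer-only basal and Salinomycin (10uM) inhibitor controls.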
# AMA1-RON2 inh: AMA1-RON2 (P. falciparum) interaction inhibition; Potency, µM (top dose mostly 58.2 µM), for the others: at the top dose activity change, negative = inhibition, usual class: inhibitors; AlphaScreen AMA1-biotinylated RON2 peptide binding; AID 720542; 0.2% of 360,000 active;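 further: potency means the concentration at half of the fitted maximal effect; 0% = vehicle wells and -100% = peptide control; nearly all actives have a fitted effect of over 45% in size; some results filed as inactive show a strong effect at the top dose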
#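 AMA1 (3D7) with his tag at 25 nM final met compounds first, then biotinylated RON2 peptide at 25 nM; detection used donor plus acceptor beads, 10 µg/mL apiece, read by AlphaScreen after 30 min at room temperature.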
# Sm TGR block: inhibitors of Schistosoma mansoni thioredoxin glutathione reductase. purified TGR, DTNB reduction, TNB absorbance 405 nm. Potency, µM (titrated, usually from 114 µM), for inactives: at the top dose activity change, negative = inhibition, most hits filed as inhibitors. 3% of 360,000 active; further: potency means the concentration at half of the fitted maximal effect; nearly all actives have a fitted effect of over 60% in size
#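 First, TGR (20 nM dispensed) and NADPH were mixed with compound. Second, a 15 min room-temperature incubation followed. Third, further NADPH and then DTNB were added to start the reaction. Finally, TNB absorbance was monitored kinetically.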
# * = called active by the depositor; ? = inconclusive; · = not tested or not shown; & = joins results of further samples; [ ] = another dose, or the depositor's remark. Unless noted, the call rests on the fitted dose curve; in most records, active means well fitted curve in the direction sought with a large enough effect; inconclusive means small, poorly fitted or top-dose-only effect, or another doubt; inactive means no such curve, though single readings can be large; an effect the other way counts as inactive or inconclusive. Unless noted, on the % scale 0 is the no-effect control and ±100 the full control effect.
SMILES,AmpC inh detg,AmpC no deterg,TbPYK inhibitor,LmPK inh,HCMV inh,AMA1-RON2 inh,Sm TGR block
O=C(/C=C/c1ccc2ccccc2n1)N1CCN(S(=O)(=O)c2ccccc2F)CC1,-0.5%,10.1%,2.0%,11.1%,-96.8*,0.0%,-8.8%
C[C@]12c3[nH]c4ccc(Cl)cc4c3CCN1C(=O)[C@@H](CC(=O)NCCc1ccccn1)C[C@@H]2C(=O)N1CCCCC1,·,273.6%[activator],5.8%,·,-18.7,23.3%,·
Cc1ccc(OCC(=O)Nc2cccc(-c3nnc(-c4ccccc4)o3)c2)c(C)c1,?,-10.2%,-0.7%,5.3%,13.7,-2.7%,-10.6%
CC1CCN(c2c(NCc3ccc(C(=O)N(C)C4CCCCC4)cc3)c(=O)c2=O)CC1,1.9%,18.3%,-3.4%,-0.3%,-11.2,5.6%,7.1%
CC1CN(C(=O)CCC(=O)NCc2cccs2)c2cc(Cl)ccc2O1 (stereo not given),6.9%,·,5.2%,·,13.7,·,4.3%
Cc1ccccc1Nc1nc(-c2sc(NC(=O)c3ccc([N+](=O)[O-])cc3)nc2C)cs1,-4.6%,-41.8%,·,-1.8%,·,·,1.7%
COc1ccc(CC(=O)NCC(=O)N/N=C/c2ccc(C)o2)cc1,?,4.4%,-2.4%,-3.6%,-11.3,13.7%[2.32 µM],0.2%
NC(=O)c1c(NC(=O)CSc2nnc(-c3ccccc3)n2CC2CCCO2)sc2c1CCC2 (stereo not given),?,72.0%[activator],-0.5%,-0.7%,-15.0,-0.3%,28.2µM*
Nc1nc2c(s1)C(=O)CCC2,?,-13.2%,-5.6%,-8.3%,4.2,9.7%,?
CCCc1nc2ccccc2c(=O)n1-c1ccccc1OC,-15.7%,-3.9%,2.2%,3.6%,-40.0,-1.7%,6.4%
COC(=O)Nc1nnc(SCc2ccc(C)cc2)s1,-0.9%,-11.1%,5.9%,-7.3%,31.2,0.0%,-0.1%
COc1ccc(/C=N/N2CCN(c3ccccc3)CC2)cc1Br,-4.4%,-25.7%,0.0%,0.8%,11.8,-9.3%,1.6%
Cc1cccc(NC(=O)C2CCC(CNS(=O)(=O)c3ccc(Br)s3)CC2)c1 (stereo not given),8.1%,·,-2.6%,·,-3.1,·,1.4%
C=CCC[C@@H](Cc1ccc(F)cc1)C(=O)OCCNC(=O)[C@@H](CC=C)CC(=O)N(CCO)Cc1ccccc1,·,307.8%[activator],3.4%,·,-0.8,-0.5%,·
O=C(COc1ccc(-c2ccccc2)cc1)N1CCCC1,-0.7%,74.7%[activator],0.0%,-1.4%,12.3,-3.1%,-1.1%
CCCc1c(C)nn(-c2ncccc2[N+](=O)[O-])c1C,-0.6%,1.2%,-0.7%,-3.0%,-5.6,-5.7%,5.4%
O=C(Nc1cccc(S(=O)(=O)NC2=NCCCCC2)c1)c1cc(-c2ccco2)nc2ccccc12,5.5%,-42.4%,-14.7%,5.8%,17.7,1.5%,11.2µM*
Cc1cc(-c2nn(-c3ccccc3F)cc2CN2CCCC(C(N)=O)C2)c(C)s1 (stereo not given),2.6%,65.4%[activator],-7.7%,8.1%,-20.7,4.9%,-9.4%
O=C(NCCN1C(=O)C2C3C=CC(C3)C2C1=O)N1CCOCC1 (stereo not given),?,-8.0%,-2.6%,-0.8%,-4.0,12.7%,-6.2%
O=C(O)c1nc(-c2ccccc2)n(-c2ccccc2)n1,?,-14.9%,1.3%,4.9%,-10.3,-1.8%[11.6 µM],0.7%
CCOC(=O)C1=C(COC(=O)/C=C/c2ccc(F)cc2)NC(=O)NC1C (stereo not given),·,·,-2.0%,·,1.8,3.9%,·
COc1ccc(-c2nc(C(F)(F)F)c(OC)o2)cc1OC,?,-6.9%,0.2%,1.5%,-27.9,9.7%[2.32 µM],-7.4%
Cc1cccc(/C(N)=N/OC(=O)c2ccccc2Cl)c1,?,-33.1%,-29.0%,11.2µM*,116.7,81.9%[activator],7.1%
Cc1ccc(N=Cc2ccccc2O)cc1Cl,·,·,-8.2%,·,5.6,0.6%,·
O=C1C2CCCCC2C(=O)N1c1ccc(NC2CCN(Cc3ccccc3)CC2)c([N+](=O)[O-])c1 (stereo not given),-11.2%,4.3%[11.4 µM],0.4%,3.0%,-17.4,-0.6%,5.6%
O=C(NCCc1ccc(Cl)cc1)c1ccc2c(c1)OCCO2,-11.5%,-17.7%,-1.6%,-0.3%,15.2,8.1%,2.6%
COc1ccc(CN(C)C[C@@H]2OCCCC[C@@H](C)Oc3ccc(N(C)C)cc3C(=O)N([C@H](C)CO)C[C@@H]2C)cc1,·,·,?,·,-5.5,-24.5%,·
COc1ccc(OC)c(S(=O)(=O)NCCC2=CCCCC2)c1,-1.0%,-8.2%,3.3%,6.6%,1.6,-3.3%,-15.7%
COC(=O)c1ccc(C2Nc3ccccc3NC3=C2C(=O)CC(C)(C)C3)cc1 (stereo not given),0.4%,-10.9%,0.4%,-3.8%,15.9,-2.3%,2.8%
Cc1ccc(NC(=S)N(CCCN(C)C)Cc2cc3cc4c(cc3[nH]c2=O)OCO4)c(C)c1,5.6%,40.7%,0.6%,-4.9%,?,-2.8%,3.0%
CCOC(=O)c1cc2c(=O)n3ccccc3nc2n(CC2CCCO2)c1=NC(=O)c1ccc(OC)cc1OC (stereo not given),-4.7%,·,-10.1%,·,7.9,·,-2.3%
O=C(Nc1ccccc1F)c1ccc2sc([C@@H]3O[C@H](CO)[C@H](O)[C@H](O)[C@H]3O)nc2c1,·,·,-5.4%,·,32.4,27.1%,·
Cc1cc(Nc2ccc(F)cc2F)n2nc(C)nc2n1,-0.5%,-9.4%,-3.2%,-5.7%,2.2,-3.8%,9.4%
CC(=O)Nc1ccc(NC(=O)C(C)OC(=O)c2cc(S(=O)(=O)N3CCOCC3)ccc2Cl)cc1 (stereo not given),?,-10.7%,-13.7%,·,1.1,?,1.9%
Cc1ccc(-c2cc(C(=O)N3CCN(c4ccc(F)cc4)CC3)c3ccccc3n2)o1,4.2%,18.5%,-18.3%,1.8%,98.5,-14.9%,44.7µM*
COc1ccc(CC(=O)Nc2cc(Cl)ccc2N2CCCC2)cc1,-0.5%,-26.4%,1.3%,8.1%,-62.9*,-28.7%,-22.1%
O=C(CN1C(=O)c2cccnc2Oc2ccc(Cl)cc21)NCCc1ccccc1,2.9%&-1.8%,45.5%,0.1%,0.9%,?,-1.8%,2.4%&-0.8%
COc1ccc(-c2nnn3c2nc(NCc2ccccc2)c2ccccc23)cc1,-17.0%&2.6%,-16.9%,1.1%&1.9%,-17.4%,?,-5.1%,11.2%&2.4%
Cc1cc(C(=O)COC(=O)c2cc(Cl)ccc2N)c(C)n1Cc1ccco1,-11.5%,?,3.9%,0.9%,63.0,-20.3%,-17.1%
COc1ccccc1CNC(=O)C1CCCN(S(=O)(=O)c2ccc3c(c2)C(C)(C)C(=O)N3C)C1 (stereo not given),?,158.5%[activator],-6.6%,0.7%,32.3,-8.7%,3.1%
COC(=O)c1sccc1-n1cc2c(c1-c1ccccc1)c(=O)n(C)c(=O)n2C,·,·,-6.7%,·,6.5,4.1%,·
COc1ccc(C(=O)N2CCCC(C(=O)c3ccccc3OC)C2)cc1OC (stereo not given),-0.3%,34.2%,1.0%,6.4%,-10.3,-12.7%,-19.1%
COc1ccc(CNC(=O)Cc2c(C)c3c(O)cc(C)cc3oc2=O)cc1,12.0%,·,1.0%,·,-2.1,·,6.3%
CC(C)C(NC(=O)c1ccccc1)C(=O)NC1CCCc2ccccc21 (stereo not given),-9.5%,-29.3%,-6.4%,·,-23.1,-5.5%,-18.2%
COc1ccc(C(=O)N2CCOC2CNC(=O)C(=O)NCc2ccccc2Cl)cc1 (stereo not given),-1.5%,-0.2%,0.7%,-0.9%,-16.4,6.9%,3.6%
Cc1ccc(-n2c(Cc3ccccc3)n[nH]c2=S)c(C)c1,?,1.4%[2.29 µM],10µM*,-12.3%,-29.9,47.1%[activator],-0.1%
Cc1nc(-c2ccccc2)sc1C(=O)CSc1ccc(Cl)cc1,-3.0%,?,8.6%,8.2%,-17.0,34.2%[activator],0.1%
CN(Cc1c(C(=O)N/N=C/c2c(F)cccc2Cl)nnn1-c1nonc1N)C1CCCCC1,·,·,-1.7%,·,-38.4,-2.6%,·
CC(=O)Nc1ccccc1OC(C)C(=O)N1CCC(C)CC1 (stereo not given),?,1.2%,-2.2%,-2.8%,-29.3,-5.1%,1.4%
C[C@H]1CN(CCc2ccccc2)C(=O)[C@@H]1CC(=O)Nc1ccc(Br)cc1,·,·,-10.1%,·,-17.1,-2.4%,·
Cc1c(C=O)c2ccccn2c1C(=O)c1ccccc1,2.0%,-21.2%,-1.2%,0.4%,30.0,9.4%,-6.2%
O=c1cc2c(nn1Cc1cccc([N+](=O)[O-])c1)-c1ccccc1CC2,6.8%,40.7%,-2.5%,3.2%,-18.1,-15.3%,12.3%
O=C(Nc1ncc(C(F)(F)F)cc1Cl)c1ccc(S(=O)(=O)N2CCOCC2)cc1,-7.1%,-11.8%,-5.4%,0.4%,6.9,28.5%,9.5%
C[C@@]12C(=O)N(c3cccc(Cl)c3)C(=O)N1[C@@H]1c3ccccc3OC[C@@H]1[C@H]2c1ccccc1,·,-12.9%,-7.2%,·,94.4,-2.5%,·

# Five entries picked at random from those above, as already listed:
SMILES,AmpC inh detg,AmpC no deterg,TbPYK inhibitor,LmPK inh,HCMV inh,AMA1-RON2 inh,Sm TGR block
O=c1cc2c(nn1Cc1cccc([N+](=O)[O-])c1)-c1ccccc1CC2,6.8%,40.7%,-2.5%,3.2%,-18.1,-15.3%,12.3%
C[C@H]1CN(CCc2ccccc2)C(=O)[C@@H]1CC(=O)Nc1ccc(Br)cc1,·,·,-10.1%,·,-17.1,-2.4%,·
Cc1c(C=O)c2ccccn2c1C(=O)c1ccccc1,2.0%,-21.2%,-1.2%,0.4%,30.0,9.4%,-6.2%
C[C@@]12C(=O)N(c3cccc(Cl)c3)C(=O)N1[C@@H]1c3ccccc3OC[C@@H]1[C@H]2c1ccccc1,·,-12.9%,-7.2%,·,94.4,-2.5%,·
O=C(Nc1ncc(C(F)(F)F)cc1Cl)c1ccc(S(=O)(=O)N2CCOCC2)cc1,-7.1%,-11.8%,-5.4%,0.4%,6.9,28.5%,9.5%
